Assay outcomes (PubChem BioAssay)
SKN-1 block: inhibitors of C. elegans SKN-1. C. elegans VP596 Pgst-4::GFP/RFP ratio, acrylamide-induced, 24 h. inhibition, % at 21.8 µM. 360,000 tested, 0.49% active;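 active means interference check ratio from 0.5 to 1.5 plus GFP to RFP signal ratio inhibition reaching or exceeding a fixed threshold, cut at about 30% in these data, passing the limit was not always enough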; further: some compounds called inactive have numbers as strong as hits
MT1-MMP act inh: MT1-MMP (human) activation inhibition. 360,000 tested, 0.061% active. HT1080 RFP-PRO-GFP cells, GFP/RFP ratio fluorescence, overnight; percent of plate control window, DMSO zero. AID 651647. GFP/RFP ratio change, % at 20 µM. P50281;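 active means GFP/RFP ratio change of at least 30% with cell ATP level not reduced by more than half and red fluorescence within 50% of control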; further: strong numbers were not always called active
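Test system: HT1080 RFP-PRO-GFP cells; Benchmarks: DMSO and RFP-L50D-GFP cell wells; Timing: cells overnight before dosing, compound overnight, 37 °C, 5% CO2; Compound: one 20 µM compound dose with 1% DMSO; Read-out: GFP/RFP fluorescence ratio.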
NadD block: inhibitors of Staphylococcus aureus NadD. purified NadD enzyme, colorimetric absorbance read-out. inhibition, % at 20 µM. 360,000 tested, 0.78% active. AID 602399; in the data active means inhibition above about 26%; further: some compounds past the cut are filed as inactive
Scp1 inh: blocks human Scp-1 phosphatase activity; Q9GZU7; Recombinant Scp1, phosphopeptide, malachite green phosphate absorbance; 340,000 tested, 0.88% active; inhibition, % at 20 µM; AID 493091;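 active means inhibition above about 50% at 20 µM, limit read from the data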;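 further: plate controls were DMSO wells with enzyme for no effect and wells lacking enzyme for full effect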
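Incubation: 45 min enzyme reaction at room temperature / System: truncated SCP-1 phosphatase (76-261aa) / Reagent: Phospho 17-mer peptide substrate / Buffer or medium: Acidic Tris acetate buffer with magnesium and detergent / Signal: absorbance at 630 nm / Doses: one concentration, 20 µM, with 1.0% DMSO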
Rpn11 inh: Rpn11 (human) deubiquitinase inhibition; calls only at 20 µM; AID 588493; 360,000 tested, 0.59% active; human 26S proteasome, Ub4-pepOG fluorescence polarization; 20S core pre-blocked with epoxomicin; O00487;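 active means inhibition at 20 µM, scaled to each plate's controls, above about 33%, limit read from the data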
LMPTP block: LMPTP (human) inhibition | recombinant LMPTP-A, OMFP fluorogenic substrate, fluorescence intensity | inhibition, % at 20 µM | 360,000 tested, 0.22% active | AID 651560;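 active means compounds that cut the enzyme signal by at least half of the control window in the single-dose screen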;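 further: plate controls were DMSO wells with enzyme plus substrate for no effect and substrate without enzyme for full effect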
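Test system – LMPTP-A phosphatase enzyme · Quantity – 0.625 nM LMPTP-A final · Reagent – OMFP substrate, 400 µM final · Dosing – one test concentration per compound, 20 µM, with 3% DMSO overall · Timing – 50 min enzyme reaction at room temperature, protected from light · Detection – fluorescence intensity · Controls – substrate-only low control, DMSO enzyme-plus-substrate high control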
STEP inh: blocks human striatal-enriched tyrosine phosphatase. recombinant STEP, OMFP fluorogenic substrate, fluorescence. P54829. inhibition, % at 20 µM. 360,000 tested, 0.25% active;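 active means inhibition at 20 µM, scaled per plate between control wells, above about 37%, limit read from the data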;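 further: 0% = DMSO with enzyme and substrate and 100% = substrate only without enzyme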
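medium = Bis-Tris buffer pH 6.0, 2.5 mM DTT, 0.005% Tween 20 | test system = STEP (striatal-enriched tyrosine phosphatase) enzyme, cell-free | measure = normalized % inhibition | compound dosing = 20 µM, 1% DMSO | also added = 25 µM OMFP | schedule = reaction 20 min, ambient temperature | measured by = fluorescence read at 480 nm ex / 540 nm em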
SUMO1-SIM PPI: modulators of human SUMO1-mediated protein-protein interactions. P63165. SUMO1 binding to a labelled peptide, TR-FRET, 1 h. inhibition, % at 20 µM. 360,000 tested, 0.33% active. AID 602429; in the data active means inhibition above about 37%
CendR NRP1 mod: NRP-1/CendR interaction modulation; O14786; FAM-RPARPAR peptide binding to NRP-1, fluorescence polarization; inhibition, % at 25 µM; 360,000 tested, 0.85% active; AID 602438;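 active means inhibition or corrected inhibition above about 18%, plus a signal ratio from 0.5 to 1.5, limit read from the data, passing the limit was not always enough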; further: strong numbers were not always called active
DNMT1 block: inhibitors of human DNMT1 | P26358 | DNMT1 molecular beacon, Hinp1I cleavage, fluorescence | inhibition (reported as % activation of signal), % at 10 µM | 360,000 tested, 0.83% active | AID 588458; in the data active means inhibition above about 50%
Target sequence (P26358 504-1616 limits assumed): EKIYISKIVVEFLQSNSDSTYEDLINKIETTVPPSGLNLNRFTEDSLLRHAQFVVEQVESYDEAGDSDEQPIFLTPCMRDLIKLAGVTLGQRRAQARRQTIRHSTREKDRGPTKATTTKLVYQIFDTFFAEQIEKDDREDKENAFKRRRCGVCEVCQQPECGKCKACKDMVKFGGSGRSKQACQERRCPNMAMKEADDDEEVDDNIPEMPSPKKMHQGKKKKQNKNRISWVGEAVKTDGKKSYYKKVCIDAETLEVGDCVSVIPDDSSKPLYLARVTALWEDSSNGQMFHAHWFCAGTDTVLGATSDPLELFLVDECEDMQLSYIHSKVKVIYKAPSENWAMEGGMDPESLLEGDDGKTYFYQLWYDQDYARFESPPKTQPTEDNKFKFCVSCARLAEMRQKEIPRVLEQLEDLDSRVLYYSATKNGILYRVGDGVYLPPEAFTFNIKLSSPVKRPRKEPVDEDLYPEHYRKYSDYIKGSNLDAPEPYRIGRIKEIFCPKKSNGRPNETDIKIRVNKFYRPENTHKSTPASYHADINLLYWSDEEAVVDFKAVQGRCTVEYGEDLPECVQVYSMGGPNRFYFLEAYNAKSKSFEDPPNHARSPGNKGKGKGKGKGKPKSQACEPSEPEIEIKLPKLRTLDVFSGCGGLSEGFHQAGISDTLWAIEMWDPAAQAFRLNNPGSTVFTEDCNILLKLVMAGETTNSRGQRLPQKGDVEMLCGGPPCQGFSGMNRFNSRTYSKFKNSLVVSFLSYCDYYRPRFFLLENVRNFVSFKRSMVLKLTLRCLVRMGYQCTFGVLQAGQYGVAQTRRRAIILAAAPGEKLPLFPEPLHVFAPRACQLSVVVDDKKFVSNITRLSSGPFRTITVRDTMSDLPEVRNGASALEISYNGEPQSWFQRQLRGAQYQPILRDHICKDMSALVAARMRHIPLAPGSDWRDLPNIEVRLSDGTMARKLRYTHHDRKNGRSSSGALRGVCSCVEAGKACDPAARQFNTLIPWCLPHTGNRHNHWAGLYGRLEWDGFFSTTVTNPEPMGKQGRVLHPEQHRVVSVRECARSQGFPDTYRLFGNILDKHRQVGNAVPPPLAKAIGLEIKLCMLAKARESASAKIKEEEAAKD
* marks the source's active call; other numbers are inactive results; i = inactive; . = not tested or not shown. The order is random; overall some 3.9% were active at least once.

Compound,SKN-1 block,MT1-MMP act inh,NadD block,Scp1 inh,Rpn11 inh,LMPTP block,STEP inh,SUMO1-SIM PPI,CendR NRP1 mod,DNMT1 block
CC(=O)c1c[nH]c2ccc(C)cc2c1=O,-2,3,-1,0,i,0.8,-2,-1,-21,0
Cc1ccc(-n2c(C(C)n3nc(C)c([N+](=O)[O-])c3C)n[nH]c2=S)cc1 (configuration not stated),-2,2,5,-2,i,-0.7,-2,6,-3,-2
CCOc1ccc(NC(=O)c2ccccc2NC(=O)c2cccnc2)cc1,-5,-2,-5,-5,i,-0.2,1,1,11,1
O=C(Cn1ccccc1=O)c1cccs1,-7,3,-5,-4,i,-2.1,1,-1,18,-6
Cc1ccc(C(=O)NCCCNC(=O)Cc2ccccc2)cn1,-7,-2,2,-2,i,-0.9,-1,0,4,-2
O=C(Cc1csc(NC(=O)Nc2cccc(Cl)c2)n1)NCc1ccccn1,23,6,2,2,i,0.5,-1,8,-3,-1
Cc1nnc2ccc(-c3cccc(NC(=O)c4ccco4)c3)nn12,10,8,-2,-9,i,0.9,-2,-12,2,12
COCCNC(=S)N1CCN(C(=O)C(=O)Nc2ccc(C(=O)OC)cc2)CC1,-5,5,7,-1,i,-1.7,-2,-2,7,3
O=S1(=O)N[C@H](Cc2ccccc2)COc2cccc(N3CCSCC3)c21,10,2,2,.,.,1.3,.,-1,4,.
O=C(CCc1nc(-c2ccccc2F)no1)NCCN1CCN(Cc2ccccc2)CC1,-4,1,2,0,i,-0.4,0,3,10,1
Cc1sc2nc[nH]c(=O)c2c1-c1ccc(Cl)cc1,5,-1,-3,-2,i,0.3,-1,3,1,2
COC(=O)c1ccc(NC(=O)CC2C(=O)N(C)C(=S)N2Cc2ccc(S(N)(=O)=O)cc2)cc1 (configuration not stated),7,12,-2,0,i,0.8,2,-3,-2,-4

Structural class: the entries above containing a Cl atom.
Compound,SKN-1 block,MT1-MMP act inh,NadD block,Scp1 inh,Rpn11 inh,LMPTP block,STEP inh,SUMO1-SIM PPI,CendR NRP1 mod,DNMT1 block
O=C(Cc1csc(NC(=O)Nc2cccc(Cl)c2)n1)NCc1ccccn1,23,6,2,2,i,0.5,-1,8,-3,-1
Cc1sc2nc[nH]c(=O)c2c1-c1ccc(Cl)cc1,5,-1,-3,-2,i,0.3,-1,3,1,2

(continued)
Compound,SKN-1 block,MT1-MMP act inh,NadD block,Scp1 inh,Rpn11 inh,LMPTP block,STEP inh,SUMO1-SIM PPI,CendR NRP1 mod,DNMT1 block
COc1ccc2cc(C(=O)C3CCCN(C(=O)c4cnccn4)C3)ccc2c1 (configuration not stated),-7,5,-11,17,i,-1.2,0,-18,2,-2
COc1ccc(CC(=O)Nc2ccc(NC(=O)c3ccccc3F)cc2)cc1,4,0,-7,14,i,17,-5,0,3,24
O=c1[nH]c(=S)[nH]c2c1C(C1CCCCC1)OC(C1CCCCC1)C2 (configuration not stated),20,-4,17,.,.,1.4,.,8,-21,.
CCN(C[C@H]1N[C@@](CC)(C(=O)OC)[C@H]2C(=O)N(C)C(=O)[C@@H]12)S(=O)(=O)c1ccc(C(F)(F)F)cc1,12,2,0,-11,i,-0.1,-1,-2,5,2
COc1cc(C(=O)Oc2cccc(Nc3ncnc4ccccc34)c2)cc(OC)c1OC,25,2,1,7,i,8.2,1,-1,2,-9
Cc1ccccc1NC1c2ccccc2C(=O)N1Cc1ccco1 (configuration not stated),3,-3,-1,-12,i,0.3,0,-3,-13,-8
O=C(/C=C/Nc1ccc(S(=O)(=O)Nc2ncccn2)cc1)c1ccc2ccccc2c1,-4,1,14,-2,i,1.0,-2,-2,-11,4
COCCCNC(=S)Nc1cc2oc3ccccc3c2cc1OC,-12,1,-3,-4,i,1.0,0,1,1,-1
Cc1[nH][nH]c(=O)c1[C@@H](c1ccccc1[N+](=O)[O-])C(C#N)C#N,-2,-5,0,-13,i,-0.4,-2,0,-11,21
Cc1ccc([C@H]2C[C@H](n3cc(COC(=O)c4ccccc4)nn3)[C@@H](O)CN2C(=O)C2CCCCC2)cc1,7,-1,8,.,i,1.0,2,2,13,-3
COc1ccc(-c2cc(-c3nnc(COC(=O)C4CC4)o3)c3ccccc3n2)cc1OC,-1,6,-2,4,i,2.0,2,-17,-8,-19
Cn1ncc(Br)c1C(=O)N1CCc2ccccc21,6,-7,-3,-5,i,-2.2,2,6,-2,-2

Three records picked at random from those above, as already listed:
Compound,SKN-1 block,MT1-MMP act inh,NadD block,Scp1 inh,Rpn11 inh,LMPTP block,STEP inh,SUMO1-SIM PPI,CendR NRP1 mod,DNMT1 block
Cc1ccc([C@H]2C[C@H](n3cc(COC(=O)c4ccccc4)nn3)[C@@H](O)CN2C(=O)C2CCCCC2)cc1,7,-1,8,.,i,1.0,2,2,13,-3
Cc1[nH][nH]c(=O)c1[C@@H](c1ccccc1[N+](=O)[O-])C(C#N)C#N,-2,-5,0,-13,i,-0.4,-2,0,-11,21
COc1ccc2cc(C(=O)C3CCCN(C(=O)c4cnccn4)C3)ccc2c1 (configuration not stated),-7,5,-11,17,i,-1.2,0,-18,2,-2

Later entries.
canonical_smiles	SKN-1 block	MT1-MMP act inh	NadD block	Scp1 inh	Rpn11 inh	LMPTP block	STEP inh	SUMO1-SIM PPI	CendR NRP1 mod	DNMT1 block
CCc1[nH]nc(C(=O)NC2CCCN(Cc3ccccc3F)C2)c1C (configuration not stated)	-11	-1	-3	-7	i	-0.9	-3	2	8	4
NC(=O)COc1ccc(NC(=O)c2ccccc2-c2ccccc2)cc1	4	-2	3	-1	i	-0.1	-1	-1	16	1
COc1cc2ncnc(NCc3cccs3)c2cc1OC	4	-2	1	-3	i	1.3	1	6	2	2
COC(=O)c1sccc1NC(=S)Nc1cc(C)ccc1OC	7	4	-1	-6	i	0.3	-1	-1	3	1
O=C(CCc1ccc(S(=O)(=O)NCCc2ccccc2)cc1)N1CCN(Cc2ccc3c(c2)OCO3)CC1	-5	2	4	.	i	1.2	1	4	1	-10
CC(=O)NN1C(=O)c2ccccc2NC1c1ccco1 (configuration not stated)	4	3	12	-1	i	-0.6	-6	2	4	0
C[C@H](CO)N1C[C@H](C)[C@@H](CN(C)C(=O)c2ccccc2)OCc2cn(nn2)CCCC1=O	-3	-1	11	.	i	-0.7	0	0	-7	-1
COc1ccc(S(=O)(=O)Nc2ccc(-c3ccc4nncn4n3)cc2)c(OC)c1	-3	-9	1	1	i	1.7	3	-20	-7	-5
Cc1cc(NC(=O)c2ccccc2C)no1	17	2	-3	0	i	-3.0	2	4	3	8
COC(=O)c1sc2ccccc2c1-n1cccc1C(=O)C(=O)Nc1ccccc1	17	-2	-7	-7	i	2.2	-3	-5	2	-6
Cc1ccc(/C=C/C(=O)O)cc1S(=O)(=O)N(CCO)CCO	13	2	-7	1	i	-0.4	2	0	2	1
O=C(NCc1ccc2c(c1)OCO2)c1ccc(CS(=O)Cc2cccc(Cl)c2)o1 (configuration not stated)	-16	4	-3	13	i	0.1	-1	2	10	1
O=C(c1cc2ccccc2oc1=O)N1CCN(c2ccccn2)CC1	6	3	-1	-3	i	-0.1	1	-1	8	2
C=CCn1c(=S)[nH]c2nc3c(cc2c1=O)CCCC3	8	3	6	3	i	-1.5	1	-5	7	-3
Cc1ccc(-c2cc(Cc3ccccn3)c(=O)[nH]n2)cc1	7	-2	-9	0	i	2.6	3	-7	11	-2
Clc1ccc2c(c1)-c1[nH]ncc1CS2	2	1	-3	-10	i	0.2	-2	3	-9	-2
O=c1c(O)c(-c2ccccc2)oc2ccccc12	4	-2	-3	-1	i	1.6	0	-23	3	3
CN1CCN(C(=O)CCN2C(=O)/C(=C\c3ccccc3F)SC2=S)CC1	-7	1	-3	-5	i	-2.4	1	-28	7	1
CCCc1cc(=O)oc2c3c(cc(OCC(=O)N[C@@H](C)C(=O)O)c12)OC(C)(C)CC3	6	1	-6	-12	i	0.0	-2	-1	-7	-2
Cn1cccc1CNCc1ccc(F)cc1	5	-3	-2	-7	i	2.1	-3	0	-15	-10
O=C1CC(/C=C/c2ccccc2)=Nc2ccccc2N1	5	-5	20	-1	i	1.2	1	-2	3	-11
O=C(/C=C/c1cccs1)N1CCN(c2ccc(F)cc2)CC1	5	0	-4	0	i	-1.3	1	-18	-1	4
O=C(COc1ccccc1-c1ccccc1)N/N=C/c1ccncc1	-8	1	-2	12	i	1.6	1	-6	3	4
CCCS(=O)(=O)c1ccc(COC(=O)c2ccc(NC(C)=O)cc2)cc1	11	1	-3	-2	i	0.1	1	-1	8	-7
COc1ccc(C)cc1NC(=O)CCCN1C(=O)NC(C)(C)C1=O	6	-4	9	2	i	-1.6	2	2	0	3
CC(=O)c1ccc(NC(=O)N[C@@H](CC(C)C)C(=O)O)cc1	4	0	2	-13	i	-1.2	-2	-4	2	2
O=C(O)c1nccnc1C(=O)NCc1csc2ccc(Cl)cc12	11	-1	3	-11	i	-1.5	2	-2	6	4
O=C(Cc1ccccc1F)OCN1C(=O)c2ccccc2C1=O	-1	-3	-5	-2	i	1.6	3	-5	5	2
O=C(COC(=O)/C=C/c1cccc(C(F)(F)F)c1)NCc1ccccc1	4	2	-1	-8	i	-0.8	2	0	-2	6
Cc1cccc(-n2c(Cc3cc(=O)[nH]c(=O)[nH]3)nnc2SCC(=O)NCc2ccco2)c1	14	-8	1	-2	i	0.4	-1	4	-14	5
Cc1ccccc1OCC(=O)OCC(=O)Nc1ncc(Cl)c(C)c1Cl	3	-1	-4	38	i	1.9	2	10	-4	13
N#Cc1cnn(-c2cccc(Cl)c2)c1N	8	-1	-1	-3	i	-0.3	0	1	6	0
